Compound activity from PubChem BioAssay.
Rpn11 inh = inhibitors of human proteasome Rpn11 | O00487 | human 26S proteasome, Ub4-pepOG fluorescence polarization; 20S core pre-blocked with epoxomicin | calls only at 20 µM | 0.59% of 360,000 active;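 active = inhibition at 20 µM, scaled to each plate's controls, above about 33%, limit read from the data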
Target sequence (O00487 whole entry, looked up): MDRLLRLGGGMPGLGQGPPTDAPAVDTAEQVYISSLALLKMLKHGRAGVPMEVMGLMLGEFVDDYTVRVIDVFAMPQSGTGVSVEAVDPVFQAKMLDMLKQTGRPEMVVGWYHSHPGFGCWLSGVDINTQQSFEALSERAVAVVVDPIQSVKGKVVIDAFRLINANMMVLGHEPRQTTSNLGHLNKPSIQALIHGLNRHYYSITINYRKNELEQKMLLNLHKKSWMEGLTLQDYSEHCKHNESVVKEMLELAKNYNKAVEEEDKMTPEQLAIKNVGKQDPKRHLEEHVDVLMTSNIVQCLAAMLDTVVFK
CSN deneddyl inh = inhibitors of human CSN-mediated cullin deneddylation. 0.38% of 360,000 active. Q92905. AID 651999. inhibition, % at 12.5 µM. Purified CSN, SCF-Nedd8-OG deneddylation, fluorescence polarization;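 active = pattern-corrected inhibition above about 35%, with an unprinted fluorescence ratio check between 0.5 and 1.5, limit read from the data, passing the limit was not always enough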;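 also: 0% = enzyme with substrate and 100% = substrate without enzyme; some results filed as inactive read as strong as hits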
Target sequence (Q92905 whole entry, looked up, one chain of several): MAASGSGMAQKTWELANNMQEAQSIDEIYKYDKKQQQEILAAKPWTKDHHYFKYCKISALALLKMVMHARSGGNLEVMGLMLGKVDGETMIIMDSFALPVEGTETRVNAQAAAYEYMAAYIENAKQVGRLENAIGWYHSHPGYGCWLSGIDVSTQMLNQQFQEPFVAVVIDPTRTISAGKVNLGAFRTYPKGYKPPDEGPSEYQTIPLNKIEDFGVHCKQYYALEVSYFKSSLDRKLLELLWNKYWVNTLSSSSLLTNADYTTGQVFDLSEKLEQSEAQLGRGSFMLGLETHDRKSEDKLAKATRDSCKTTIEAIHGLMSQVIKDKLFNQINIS
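Material: human Csn5 produced in HEK293T cells; Input: enzyme 0.24 nM; Reagent: SCFSkp2-Nedd8OG substrate at 10 nM final; Dosing: 12.5 µM compound; Incubation: 90 min reaction at room temperature; Detection: fluorescence polarization of the substrate; Evaluation: % inhibition of substrate cleavage by Csn5; Control set: substrate-only high control, full reaction low control.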
Scp-1 inhibitor = Scp-1 (human) phosphatase inhibition; inhibition, % at 20 µM; 0.88% of 340,000 active; Recombinant Scp1, phosphopeptide, malachite green phosphate absorbance;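 active = inhibition above about 50% at 20 µM, limit read from the data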;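 also: plate controls were DMSO wells with enzyme for no effect and wells lacking enzyme for full effect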
Target sequence (Q9GZU7 76-261 limits assumed): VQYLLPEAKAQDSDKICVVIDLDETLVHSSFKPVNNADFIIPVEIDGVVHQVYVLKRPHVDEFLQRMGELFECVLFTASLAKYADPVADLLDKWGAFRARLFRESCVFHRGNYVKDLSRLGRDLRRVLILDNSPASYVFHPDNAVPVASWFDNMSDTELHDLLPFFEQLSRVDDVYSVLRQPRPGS
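Incubation: 45 min enzyme reaction at room temperature / System: truncated SCP-1 phosphatase (76-261aa) / Reagent: Phospho 17-mer peptide substrate / Buffer or medium: Acidic Tris acetate buffer with magnesium and detergent / Signal: absorbance at 630 nm / Doses: one concentration, 20 µM, with 1.0% DMSO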
TbMetRS inhib = Trypanosoma brucei MetRS inhibition; inhibition, % at 11.9 µM; 0.4% of 360,000 active; AID 624268; purified T. brucei MetRS, ATP depletion, Kinase-Glo luminescence;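 active = inhibition above a per-plate cutoff of the control wells' mean inhibition plus 3 SD, cut at about 5.5% in these data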;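 also: 0% = DMSO wells median and 100% = median of wells with control inhibitor compound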
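Material: parasite MetRS enzyme / Replication: singlicate, one well per compound / Signal: luminescence of leftover ATP / Schedule: 2 h aminoacylation at 25 °C after 15 min preincubation / Medium: HEPES-MgCl2-KCl buffer plus DTT, spermine, BSA, pyrophosphatase / Doses: 11.9 µM single point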
MLLE-PAM2 inh = inhibitors of microRNA-mediated deadenylation, human PABP1 MLLE binding; GST-MLLE / FITC-PAM2 fluorescence polarization; inhibition, % at 20 µM; 0.36% of 360,000 active; P11940; in the data active = inhibition above about 35%, passing the limit was not always enough;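 also: plate controls were DMSO wells with GST-MLLE for no effect and wells lacking GST-MLLE protein for full effect; some results filed as inactive read as strong as hits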
LMPTP block = blocks human LMPTP phosphatase; 0.22% of 360,000 active; inhibition, % at 20 µM; recombinant LMPTP-A, OMFP fluorogenic substrate, fluorescence intensity; P24666;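 active = compounds that cut the enzyme signal by at least half of the control window in the single-dose screen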;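 also: plate controls were DMSO wells with enzyme plus substrate for no effect and substrate without enzyme for full effect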
Target sequence (P24666 whole entry, looked up): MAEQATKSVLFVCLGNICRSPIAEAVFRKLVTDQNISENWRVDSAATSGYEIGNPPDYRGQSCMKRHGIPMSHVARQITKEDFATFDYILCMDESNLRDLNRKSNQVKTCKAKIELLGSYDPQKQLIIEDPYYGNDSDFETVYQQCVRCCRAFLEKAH
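Assay system: LMPTP-A enzyme. Input: 0.625 nM LMPTP-A final. Probe or stimulus: 400 µM OMFP. Compound dosing: single 20 µM dose. Schedule: 50 min dark incubation at room temperature. Detection: fluorescence intensity of OMFP turnover product. Read-out: percent inhibition versus substrate-only and uninhibited controls. Benchmarks: no-enzyme low control, uninhibited high control.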
NadD block = blocks S. aureus nicotinate mononucleotide adenylyltransferase; 0.78% of 360,000 active; inhibition, % at 20 µM; AID 602399; purified NadD enzyme, colorimetric absorbance read-out; in the data active = inhibition above about 26%; also: some compounds past the cut are filed as inactive
DNMT1 inh = blocks human DNA methyltransferase DNMT1; P26358; DNMT1 molecular beacon, Hinp1I cleavage, fluorescence; inhibition (reported as % activation of signal), % at 10 µM; 0.83% of 360,000 active; in the data active = inhibition above about 50%
STEP block = inhibitors of human striatal-enriched phosphatase STEP; P54829; recombinant STEP, OMFP fluorogenic substrate, fluorescence; inhibition, % at 20 µM; 0.25% of 360,000 active;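 active = inhibition at 20 µM, scaled per plate between control wells, above about 37%, limit read from the data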;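 also: 0% = DMSO with enzyme and substrate and 100% = substrate only without enzyme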
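Assay system: isolated STEP enzyme. Buffer or medium: pH 6.0 Bis-Tris with DTT and Tween 20. Also added: fluorogenic phosphatase substrate OMFP at 25 µM final. Dosing: 20 µM, 1% DMSO. Timing: 20 min reaction, room temperature, in the dark. Measured by: fluorescence intensity, excitation 480 nm, emission 540 nm. Evaluation: normalized % inhibition.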
SUMO1-SIM PPI = alters human SUMO1 binding to SIM partners; P63165; SUMO1 binding to a labelled peptide, TR-FRET, 1 h; inhibition, % at 20 µM; 0.33% of 360,000 active; AID 602429; in the data active = inhibition above about 37%
* marks the source's active call; other numbers are inactive results; i = inactive; / = not tested or not shown.

SMILES | Rpn11 inh | CSN deneddyl inh | Scp-1 inhibitor | TbMetRS inhib | MLLE-PAM2 inh | LMPTP block | NadD block | DNMT1 inh | STEP block | SUMO1-SIM PPI
Cc1ccc(Cl)cc1NC(=O)C1COc2ccccc2O1 (stereo not drawn) | i | -2 | -10 | -0.9 | 2 | 0.3 | 4 | 0 | -1 | 2
COc1ccc(OCC(=O)N/N=C/c2cccc3cccnc23)cc1 | i | -3 | -8 | -0.2 | -7 | 1.0 | 4 | -2 | -3 | -33
C#CCOc1c(Cl)cc(/C=C2/C(=O)ON=C2C)cc1OC | i | 2 | -2 | -0.8 | 21 | -1.4 | 0 | -5 | -2 | 1
Cn1cnc(S(=O)(=O)N2CCN(c3ccc(F)cc3)CC2)c1 | i | 0 | -5 | -0.7 | 4 | -1.2 | -3 | 6 | -2 | -1
COC(=O)c1c[nH]c(=O)c2ccccc12 | i | 4 | -1 | 1.6 | -2 | -0.2 | -5 | -1 | -1 | -1
Cc1snc2sc(C(=O)c3ccc(Br)cc3)c(N)c12 | i | 8 | 8 | -0.8 | -4 | 14 | -3 | 38 | 23 | -6
COc1ccc(NC(=O)CN2CCN(CC(=O)Nc3ccccc3F)CC2)cc1OC | i | 1 | 4 | 0.3 | 15 | 0.2 | -2 | 0 | -5 | -2
Cc1nc(-c2cccc(NC(=O)COc3ccc(Cl)cc3)c2)cs1 | i | 6 | -3 | -0.3 | 6 | 4.2 | -5 | -7 | -1 | 1
O=C(/C=C/c1cccc([N+](=O)[O-])c1)OCC(=O)c1ccccc1 | i | 1 | -8 | 0.0 | 2 | 1.7 | -1 | -5 | 10 | -6
O=C(NCc1ccc(-c2nc3ccccc3s2)cc1)c1ccc(Br)o1 | i | 3 | -7 | 1.0 | 2 | -1.0 | -3 | 5 | -3 | -8
O=C(N/N=C/c1cc2ccccc2nc1Cl)[C@H]1C[C@@H]1c1ccccc1 | i | -5 | -9 | 0.3 | 8 | 2.4 | 9 | -4 | 4 | 8
CC(CCc1ccccc1)NC(=O)CCNS(=O)(=O)c1ccccc1 (stereo not drawn) | i | -3 | -3 | -0.4 | 4 | -0.2 | -1 | -1 | 2 | 3
Cc1cc(C(=O)O)sc1C | i | -4 | -2 | -0.6 | 3 | 0.0 | 0 | 0 | 3 | -1
CCOC(=O)N1CCN(S(=O)(=O)c2ccc(OC)c(OC)c2)CC1 | i | 0 | 3 | -0.6 | 5 | -0.7 | -1 | -2 | -2 | -1
CCn1ccnc1CNC(=O)C1CCC(=O)N(Cc2cccc(C(F)(F)F)c2)C1 (stereo not drawn) | i | 0 | -1 | 0.3 | -6 | -0.5 | -2 | 1 | 0 | 3
C/C(=N\NC(=O)C1CC1)c1cccs1 | i | 3 | 0 | -0.7 | 0 | 0.6 | 5 | 3 | -2 | -7
O=C1CC(c2ccccc2Cl)CC(O)=C1C=NCCCO (stereo not drawn) | i | 2 | 6 | -0.5 | 4 | -1.3 | 0 | 1 | -2 | -1
COc1ccc(CCN(Cc2cccs2)S(=O)(=O)c2ccc(-n3cnnn3)c(OC)c2)cc1OC | i | 1 | -6 | -0.6 | 14 | 2.8 | -3 | 0 | -1 | -4
COc1ccc2c(-c3ccccc3)cc(N3CCOCC3)nc2c1 | i | 1 | 12 | 0.1 | 3 | 1.1 | -2 | -4 | 13 | -1
Cc1cc(NC(=O)CSc2nnc(-c3ccccc3F)n2C)no1 | i | -1 | -5 | 0.4 | -1 | -1.6 | -3 | 6 | -4 | -7
COCCOC(=O)c1c(N)n(CCCN2CCOCC2)c2nc3ccccc3nc12 | i | 1 | -3 | -0.4 | 11 | -1.3 | -1 | -12 | 0 | -6
CCCCN(C(=O)CC1CCCC1)c1c(N)n(CC(C)C)c(=O)[nH]c1=O | i | 2 | 4 | -0.7 | 8 | 0.4 | -2 | 3 | 2 | -3
COc1cc(/C=C2\CCn3c2nc2cc(C(=O)O)ccc2c3=O)ccc1OC(F)F | i | -3 | 47 | 0.3 | -12 | -0.7 | 4 | 1 | 4 | -9
COc1ccc(CCN2CC(C(=O)OCC(=O)NC(Cc3ccccc3)C(C)=O)CC2=O)cc1OC (stereo not drawn) | i | -2 | -6 | -0.1 | -23 | -1.7 | -5 | -11 | -3 | -2
C=CCC(=O)N1CCCC(CO)(Cc2ccc(F)cc2F)C1 (stereo not drawn) | i | -1 | -5 | -0.5 | -3 | -1.6 | 1 | 4 | -3 | 1
COc1cccc(C(NC(C)=O)c2nc(-c3csc4ccccc34)cs2)c1 (stereo not drawn) | i | 2 | / | -0.3 | 3 | 0.8 | -3 | -1 | 0 | 0
O=C(c1ccc(-c2ccccc2Cl)o1)N1CCN(c2ccccc2O)CC1 | i | 0 | -1 | -0.3 | -1 | 2.1 | -3 | -16 | 2 | -1
COC(=O)C1CCN(C(=O)CN2C(=O)c3ccccc3S2(=O)=O)CC1 | i | -1 | -1 | -0.2 | 19 | -0.1 | 1 | 1 | -1 | 4
O=C(Nc1nc2ccccc2[nH]1)C1CC(=O)N(c2ccc3c(c2)OCCO3)C1 (stereo not drawn) | i | 1 | -6 | 0.5 | -54 | -0.2 | 6 | -2 | -2 | 5
Cc1nc2ccc(C(=O)O)cc2c2c1CC(CN)O2 (stereo not drawn) | i | 6 | 34 | -2.0 | 5 | 0.4 | -3 | -1 | 1 | 3
Cc1cc2nc(-c3ccc(=O)[nH]c3)n(Cc3ccccc3)c2cc1C | i | -1 | -4 | 1.7 | -18 | 0.9 | 1 | -2 | -2 | 2
CCN1/C(=C2/OC(=S)N(C)C2=O)Sc2ccccc21 | i | 5 | 10 | 0.7 | 34 | -0.6 | 0 | 10 | -1 | -4
Cc1ccnc2nc(C(=O)N3CCN(c4ccc(F)cc4)CC3)nn12 | i | -4 | -2 | -0.5 | -11 | 0.6 | 1 | -3 | 0 | 2
CN(C)c1ccc(C(=S)N2CCOCC2)cc1Br | i | 6 | -2 | -0.1 | 33 | -0.1 | -6 | 0 | 0 | -1
Cc1cc(C)cc(NS(=O)(=O)c2ccc(NC(=O)C3CCCCC3C(=O)O)cc2)c1 (stereo not drawn) | i | 0 | -8 | 0.5 | 6 | -1.2 | 2 | 9 | -1 | 3
Cc1ccc(N(C)S(=O)(=O)c2ccc(-c3cc(C)no3)s2)cc1 | i | 3 | -11 | -0.5 | 0 | 2.2 | 2 | -2 | 0 | -8
CCC(=O)NCCc1nc(-c2ccccc2)no1 | i | 2 | -2 | -0.1 | 6 | -1.8 | -5 | 5 | 0 | 0
Cc1ccc(C)c(N2CCN(C(=O)CCS(=O)(=O)c3ccc4c(c3)oc(=O)n4C)CC2)c1 | i | -1 | -6 | 0.0 | 2 | -0.2 | 1 | 0 | 1 | -1
CSc1c(-c2ccccc2)nc2ccc(Cl)cc2c1C(=O)O | i | -1 | 1 | -1.9 | 0 | -1.4 | 0 | 1 | 0 | -4
Cc1ccc(S(=O)(=O)c2nc(C)c3c(n2)CCC3)cc1 | i | -4 | 1 | -0.2 | -9 | -1.7 | 8 | 0 | 1 | 2
CCCOc1ccc(F)cc1-c1cc(C(=O)NCc2cccs2)[nH]n1 | i | -1 | / | -0.3 | -3 | 1.9 | -5 | 7 | -2 | 4
COCCNC(=S)N/N=C(\C)c1ccccc1OC | i | -16 | -5 | 0.7 | 18 | -0.6 | -5 | 2 | -2 | 2
Cc1ccccc1N1C(=O)c2cccc3cccc(c23)C1=O | i | 0 | -11 | -0.4 | -9 | -0.8 | -4 | 1 | 3 | -36
c1nnnn1C12CC3CC(CC(C3)C1)C2 | i | -4 | 4 | -0.7 | 2 | -1.0 | -3 | 3 | -7 | -2
Cn1c(=O)[nH]c(=O)c2c1nc(N1CCOCC1)n2CC(O)COc1ccc2ccccc2c1 (stereo not drawn) | i | -2 | -4 | -0.9 | 19 | -0.8 | 13 | 0 | 0 | 0
O=C(NCc1ccccn1)c1ccc2c(c1)N(Cc1ccccc1)CCS2 | i | 4 | -7 | -0.2 | 11 | 0.7 | -4 | -2 | 4 | -5
COc1ccc(OC(=O)COc2ccccc2C)cc1 | i | 4 | -7 | -0.7 | 16 | -1.1 | -2 | 0 | -5 | -4
O=C(CCc1nnc(Cc2ccc3c(c2)OCO3)o1)NCCc1ccccc1Cl | i | 3 | 8 | -0.4 | 2 | -0.8 | -10 | -2 | 1 | -2
O=C(Nc1nc(-c2ccc3c(c2)OCCO3)cs1)c1ccc(Br)o1 | i | 1 | / | -0.6 | 15 | -1.7 | 15 | -27 | -1 | -13
O=C(/C=C/c1ccccc1[N+](=O)[O-])OCC(=O)N1CCN(c2ccccc2)CC1 | i | -3 | / | -0.1 | -17 | -1.4 | -1 | 2 | -3 | -27
CCN(CC)CCC(=O)N1C/C(=C/c2ccccc2)C(=O)/C(=C\c2ccccc2)C1 | i | 7 | 5 | -0.2 | 8 | -0.8 | -1 | 8 | -6 | -17
Cc1c(Cl)cnc(NC(=O)COC(=O)[C@@H](NC(=O)c2ccco2)C(C)C)c1Cl | i | 2 | 22 | -0.3 | -2 | 0.8 | 17 | 18 | 0 | 10
CCOc1ccccc1NC(=O)Nc1cccc(C(C)=O)c1 | i | -1 | -11 | -0.4 | -1 | 1.4 | -1 | -3 | 0 | 3
CC(NC(=O)c1cccs1)c1nnc(SCc2ccc(Cl)cc2Cl)n1C (stereo not drawn) | i | -1 | 4 | 0.5 | 0 | 0.2 | 1 | -3 | -4 | -2

Just Rpn11 inh, for four of the compounds above:
Compound | Rpn11 inh
O=C(Nc1nc(-c2ccc3c(c2)OCCO3)cs1)c1ccc(Br)o1 | i
O=C(/C=C/c1ccccc1[N+](=O)[O-])OCC(=O)N1CCN(c2ccccc2)CC1 | i
CCN(CC)CCC(=O)N1C/C(=C/c2ccccc2)C(=O)/C(=C\c2ccccc2)C1 | i
Cc1c(Cl)cnc(NC(=O)COC(=O)[C@@H](NC(=O)c2ccco2)C(C)C)c1Cl | i

Outcome played no part in choosing rows. About 3.6% of those tested had a hit in this group.
